From PubChem BioAssay
Menin-MLL TR inh: qHTS Assay for Inhibitors Targeting the Menin-MLL Interaction in MLL Related Leukemias: Competition With Texas Red Labeled MLL-derived Mutant Peptide; Menin + Texas Red MLL mutant peptide, fluorescence polarization; AID 1768, 2009; Potency, µM (highest dose often 61.6 µM), for the others: at the top dose FP activity change, negative = inhibition, hits mostly inhibitors; 270,000 compounds, 0.23% hits; O00255; active = well fitted inhibition curve with a large enough effect in the polarisation, with a control signal flat, not every such curve was filed as active; inconclusive = small, poorly fitted or top-dose-only effect, or effect the other way, or a change in a side signal; inactive = no such curve, though single readings can be large or run the other way; the % refers to the polarisation; also: potency is read from the fitted curve at half-maximal effect; % of control where 0% means no effect; many of its hits are not listed in these tables
Target sequence (O00255 whole entry, looked up): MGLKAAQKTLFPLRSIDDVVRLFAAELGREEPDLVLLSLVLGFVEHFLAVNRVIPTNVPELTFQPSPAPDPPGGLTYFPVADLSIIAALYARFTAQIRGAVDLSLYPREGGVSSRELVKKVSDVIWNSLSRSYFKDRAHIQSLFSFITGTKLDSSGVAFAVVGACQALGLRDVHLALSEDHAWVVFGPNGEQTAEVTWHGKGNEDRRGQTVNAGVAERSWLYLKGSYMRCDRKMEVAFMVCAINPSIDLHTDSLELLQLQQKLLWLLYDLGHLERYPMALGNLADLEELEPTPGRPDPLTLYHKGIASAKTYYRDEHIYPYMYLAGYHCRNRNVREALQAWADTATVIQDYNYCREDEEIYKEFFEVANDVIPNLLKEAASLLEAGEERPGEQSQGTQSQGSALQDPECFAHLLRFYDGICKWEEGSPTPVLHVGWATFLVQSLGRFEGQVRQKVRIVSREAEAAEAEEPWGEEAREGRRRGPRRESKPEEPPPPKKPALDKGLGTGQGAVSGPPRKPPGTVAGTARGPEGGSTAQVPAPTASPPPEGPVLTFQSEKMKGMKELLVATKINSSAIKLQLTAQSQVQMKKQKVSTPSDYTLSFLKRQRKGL
PKM2 act: qHTS Assay for Activators of Human Muscle isoform 2 Pyruvate Kinase. Pyruvate kinase PKM (Homo sapiens), P14618. purified PKM2, Kinase-Glo ATP luminescence, activation; response scale: 0% is enzyme alone, no compound. Potency, µM (doses to about 57.5 µM), for inactives: top-dose activation, usual class: activators. 260,000 compounds, 0.34% hits. AID 1631, 2009; also: potency is read from the fitted curve at half-maximal effect; % is scaled to controls: 0 for no effect and ±100 for the full control effect; nearly all actives have a fitted effect of over 55% in size
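Kinase-Glo luminescence reports ATP generated from ADP (0.1 mM) and PEP (0.5 mM) by purified hPK-M2 after 1 h at room temperature, pH 7.2 imidazole buffer; intermediate enzyme activity allows detecting inhibitors and activators.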
RORg inh: qHTS for inhibitors of ROR gamma transcriptional activity. AID 2551, 2010. 310,000 compounds, 5.4% hits. Drosophila S2 Gal4-RORgamma UAS-luciferase reporter, 20 h. Potency, µM (titrated, usually from 53.6 µM), for the others: at the top dose activity change, negative = inhibition, most hits filed as inhibitors; also: potency is read from the fitted curve at half-maximal effect; % is scaled to controls: 0 for no effect and ±100 for the full control effect; nearly all actives have a fitted effect of over 60% in size
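Stably transfected Drosophila Schneider cells are the test system, with ROR gamma fused to Gal4 and luciferase under UAS control; luminescence is read after 20 hr of 700 uM copper sulfate induction at ambient temperature.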
NPC1 promoter act: qHTS Assay for NPC1 Promoter Activators; Huh7 NPC1 promoter luciferase reporter, 24 h; 320,000 compounds, 2.4% hits; Potency, µM (top dose mostly 9.22 µM), inactives show at the top dose activation, actives largely listed as activators; AID 485313, 2010;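 also: potency is read from the fitted curve at half-maximal effect; % of control where 0% means no effect; nearly all actives have a fitted effect of over 60% in size; reporter is driven by a mutant NPC1 promoter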
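Stably transfected Huh7 (NPC1 promoter→luciferase), 1500 cells/well in Opti-MEM + 10% FBS, 2 h settle, then compound 24 h at 37 °C. Luminescence after 10 min with Amplite reagent.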
Rab9 promoter act: qHTS Assay for Rab9 Promoter Activators; Huh7 Rab9 promoter-luciferase reporter, luminescence, 24 h; Potency, µM (doses to about 9.22 µM), for the others: top-dose activation, negative = inhibition, most hits filed as activators; 320,000 compounds, 2.8% hits; AID 485297, 2010; also: potency is read from the fitted curve at half-maximal effect; % of control where 0% means no effect; nearly all actives have a fitted effect of over 60% in size
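Stable Rab9-luc Huh7, 1500 cells/well, 2 h settle; cmpd in DMSO, 24 h, 37 °C/5% CO2; luciferase reagent 10 min RT; luminescence.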
FLuc modulator: qHTS profiling assay for firefly luciferase inhibitor/activator using purifed enzyme and Km concentrations of substrates (counterscreen for miR-21 project); purified FLuc, Km substrates, luminescence inhibition; Luciferin 4-monooxygenase (Photinus pyralis), P08659; 360,000 compounds, 6.9% hits; Potency, µM (doses to about 57.5 µM), for the others: at the top dose activity change, negative = inhibition, hits mostly inhibitors;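 also: potency is read from the fitted curve at half-maximal effect; plate controls were vehicle for no effect and reference inhibitor for full effect; nearly all actives have a fitted effect of over 55% in size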
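Purified P. pyralis luciferase (10nM final) with 10uM D-luciferin and 10uM ATP (Km levels) in 50mM Tris acetate pH 7.5, 10mM Mg acetate, 0.01% Tween-20, 0.05% BSA; qHTS 6-point titration, ~60 µM downward; luminescence read.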
ELG1 repair inh: qHTS screen for small molecules that inhibit ELG1-dependent DNA repair in human embryonic kidney (HEK293T) cells expressing luciferase-tagged ELG1; HEK293T ELG1-luciferase reporter, luminescence, 16 h; DNA damage induced by 5-fluorouridine; Potency, µM (top dose mostly 46.1 µM), for the others: at the top dose activity change, negative = inhibition, usual class: inhibitors; 330,000 compounds, 2.3% hits; also: potency is read from the fitted curve at half-maximal effect; % is scaled to controls: 0 for no effect and ±100 for the full control effect; nearly all actives have a fitted effect of over 55% in size
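Luminescence from the luciferase reporter, measured 30 min after ONE-Glo reagent at room temperature, was the read-out. Beforehand, 2,000 cells per well were exposed for 16 hr at 37 °C to 5-fluorouridine together with compound or vehicle.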
MBNL1-CUG inh: qHTS Assay for Inhibitors of MBNL1-poly(CUG) RNA binding; TR-FRET MBNL1-His/biotin-(CUG)12 binding, 665/545 ratio; 280,000 compounds, 0.036% hits; Muscleblind-like protein 1 (Homo sapiens), Q9NR56; Potency, µM (top dose mostly 57.5 µM), inactives show at the top dose activity change, negative = inhibition, most hits filed as inhibitors; AID 2675, 2010; active = well fitted inhibition curve with a large enough effect in the signal ratio, with a control signal flat, not every such curve was filed as active; inconclusive = small, poorly fitted or top-dose-only effect, or effect the other way, or a change in a side signal; inactive = no such curve, though single readings can be large or run the other way; the % refers to the signal ratio; also: potency is read from the fitted curve at half-maximal effect; % is scaled to controls: 0 for no effect and ±100 for the full control effect
Target sequence (Q9NR56 whole entry, looked up): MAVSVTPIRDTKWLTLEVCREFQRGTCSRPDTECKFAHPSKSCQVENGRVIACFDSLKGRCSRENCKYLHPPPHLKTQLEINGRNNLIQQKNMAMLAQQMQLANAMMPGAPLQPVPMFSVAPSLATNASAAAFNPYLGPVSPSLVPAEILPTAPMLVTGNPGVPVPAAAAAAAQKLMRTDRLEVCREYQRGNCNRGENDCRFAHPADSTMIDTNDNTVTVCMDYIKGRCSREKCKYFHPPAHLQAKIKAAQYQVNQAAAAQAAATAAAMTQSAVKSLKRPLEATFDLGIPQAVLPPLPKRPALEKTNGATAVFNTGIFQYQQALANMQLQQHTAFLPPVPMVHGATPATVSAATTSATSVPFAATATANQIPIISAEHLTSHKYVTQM
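Compound titration spanned 92 nM–58 uM against the MBNL1-His/biotin-(CUG)12 complex. After 60 min at room temperature with 5 nM streptavidin-XL665 and 0.055 ng/ul terbium anti-His, ratiometric 665/545 nm emission (Ex 340 nm) normalized to controls.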
KCNH2 3.1 inh: qHTS for Inhibitors of KCHN2 3.1: Mutant qHTS | 340,000 compounds, 0.95% hits | U2OS KCNH2 3.1, thallium flux FluxOr; stronger effect = lower value | AID 720553, 2013 | activity change, % (tested at about 1.8 µM) | Potassium voltage-gated channel subfamily H member 2, brain isoform KCNH2 3.1 (human);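 active = maximum activity change below -70%; inconclusive = maximum activity change from -70% to -50%; inactive = maximum activity change above -50%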;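 also: thallium influx rate constant from kinetic fluorescence after stimulation buffer; % is scaled to controls: 0 for no effect and ±100 for the full control effect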
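FluxOr-based Tl+ influx in U2OS cells transduced with KCNH2 3.1 virus; rate constants normalized to DMSO controls.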
VP16 counter: VP16 counterscreen qHTS for inhibitors of ROR gamma transcriptional activity; Drosophila S2 Gal4-VP16 UAS-luciferase, luminescence, 20 h; Potency, µM (highest dose often 53.6 µM), for inactives: at the highest dose activity, negative = inhibition, usual class: inhibitors; 310,000 compounds, 3.5% hits; AID 2546, 2010;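 also: Gal4-VP16 expression switched on by copper sulfate through the metallothionein promoter; potency is read from the fitted curve at half-maximal effect; % is scaled to controls: 0 for no effect and ±100 for the full control effect; nearly all actives have a fitted effect of over 50% in size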
Mito fusion yeast: qHTS Assay for Small Molecule Inhibitors of Mitochondrial Division or Activators of Mitochondrial Fusion. Potency, µM (series often up to 46.1 µM), inactives show at the highest dose growth rescue (activation), usual class: activators. 320,000 compounds, 0.23% hits. S. cerevisiae fusion-defective mutant growth rescue, CellTiterGlo 48 h;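 also: potency is read from the fitted curve at half-maximal effect; % of control where 0% means no effect; nearly all actives have a fitted effect of over 45% in size; temperature-sensitive fusion mutants such as fzo1-1 at 37 °C on non-fermentable ethanol glycerol medium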
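S. cerevisiae fusion-defective temperature-sensitive mutants (e.g. fzo1-1, mgm1-5) grown 48 h at 37C in YPEG (ethanol/glycerol non-fermentable) medium with 23 nl compound per well; growth rescue read as CellTiterGlo luminescence.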
* = called active by the depositor; ? = inconclusive; . = not tested or not shown; [ ] = dose if it differs, or a comment. Unless noted, calls follow the shape of the dose curve; as a rule, active = well fitted curve in the direction sought with a large enough effect; inconclusive = small, poorly fitted or top-dose-only effect, or another doubt; inactive = no such curve, though single readings can be large; an effect the other way counts as inactive or inconclusive. Some of the compounds tested. The share of hits here may be higher or lower than overall.

SMILES	Menin-MLL TR inh	PKM2 act	RORg inh	NPC1 promoter act	Rab9 promoter act	FLuc modulator	ELG1 repair inh	MBNL1-CUG inh	KCNH2 3.1 inh	VP16 counter	Mito fusion yeast
O=C(NCc1nc2ccccc2[nH]1)C1CCCCC1	0%	-20%	9%	3%	-3%	4%	6%	1%	-6	-8%	-6%
CCOc1ccc2nc(SCc3cccc(C)c3)nc(C)c2c1	-2%	-18%	5%	?	?	-16%	?	?	-6	-1%	8%
N/C(Cc1cccs1)=N\OC(=O)COc1ccccc1	-4%	5%	?	-1%	2%	-14%	?	1%	2	-17%	8%
NS(=O)(=O)c1ccc(NC(=O)CCC2CCCCC2)cc1	-4%	-1%	19%	-3%	1%	0%	2%	-4%	-11	0%	-26%
CCOC(=O)C(NC(=O)CC)(N1CCc2ccccc2C1)C(F)(F)F (stereo not given)	-27%	-4%	-2%	-2%	1%	5%	1%	-8%	-6	-11%	3%
O=C(CCc1c[nH]c2ccccc12)NCc1ccc2c(c1)OCO2	?	4%	2%	1%	4%	4%	-10%	0%	.	-1%	4%
O=C(CCc1nc2ccccc2c(=O)[nH]1)Nc1cc(Cl)ccc1N1CCCCC1	.	.	.	-6%	-14%	3%	-19%	.	0	.	26%
Nc1cc(C(F)(F)F)ccc1Nc1ccccc1	?	-5%	-20%	19%	18%	?	?	-13%	3	-19%	?
CC1=[N+](C)N(c2ccccc2)C(=O)C1N=Cc1c(Cl)cccc1Cl (stereo not given)	8%	-3%	-5%	-4%	-11%	-6%	17%	1%	11	7%	-3%
O=C(COC(=O)CSc1ccc(Cl)cc1)Nc1ccccc1	.	.	.	-1%	-6%	6%	10%	.	21	.	-2%
COc1ccc(C(=O)OCC(=O)c2ccc(Cl)s2)c(OC)c1OC	.	.	.	3%	-4%	21µM*	-4%	.	3	.	3%
CCOC(=O)c1sc(NC(=O)C2CC2)nc1C	1%	0%	?	1%	-1%	-5%	-13%	-7%	1	0%	1%
O=C(O)CN1C(=O)/C(=C/C=C/c2ccccc2)SC1=S	23%	5%	-44%	?	63%	2.7µM*	8%	4%	11	-22%	-2%
COc1ccccc1C(=O)Nc1c(C)n(C)n(-c2ccccc2)c1=O	?	-1%	44%	3%	-2%	2%	0%	-7%	-7	-1%	3%
COC(=O)C1=C(N)Oc2cc(C)[nH]c(=O)c2C1c1cccnc1 (stereo not given)	13%	-1%	0%	3%	-3%	4%	3%	-2%	9	0%	-4%
COc1ccc(NC(=O)CSc2nc(SC)ns2)c(OC)c1	10%	0%	15%	29%	?	.	?	3%	5	-10%	9%
O=c1c(Cl)c(N2CCC3(CC2)OCCO3)cnn1C12CC3CC(CC(C3)C1)C2	.	-4%	8%	-6%	4%	0%	0%	17%	-32	-11%	4%
O=C(NNC(=O)c1ccccc1O)c1ccc(NS(=O)(=O)c2ccc(F)cc2)cc1	.	.	.	-4%	-2%	10%	10%	.	-3	.	-2%
COc1ccccc1N1CCN(C(=O)C(C)CS(=O)(=O)c2ccc3c(c2)NC(=O)CS3)CC1 (stereo not given)	0%	.	-3%	0%	-1%	2%	?	-4%	12	-1%	-2%
COc1cc(C(=O)COC(=O)CNC(=O)C2CCCCC2)cc(OC)c1OC	-13%	0%	1%	-1%	0%	1%	-9%	2%	0	-2%	2%
COc1ccc(OC)c(C2C(C(=O)c3cc4ccccc4o3)=C(O)C(=O)N2c2cc(C)on2)c1 (stereo not given)	?	0%	10%	-3%	0%	-5%	-1%	82%[activator]	4	4%	-3%
CCCc1cc(=O)[nH]c(SCc2csc(-c3ccccc3)n2)n1	-2%	-13%	23%	-4%	-1%	-6%	19%	-13%	-2	-10%	?
Cc1ccc(Cn2ncc(C)c2N)o1	6%	-2%	-18%	-3%	22%	1%	8%	-8%	-12	2%	0%
O=C(/C=C/c1ccc(F)cc1)NNC(=O)CCN1CCN(Cc2ccccc2)CC1	0%	-3%	0%	9%	2%	2%	6%	14%	-105*	10%	-10%
COc1ccc([N+](=O)[O-])cc1C(=O)Nc1ccc(Cc2ccncc2)cc1	19%	-4%	1%	16%	18%	?	?	?	33	-8%	2%

Remaining list, next part:
SMILES	Menin-MLL TR inh	PKM2 act	RORg inh	NPC1 promoter act	Rab9 promoter act	FLuc modulator	ELG1 repair inh	MBNL1-CUG inh	KCNH2 3.1 inh	VP16 counter	Mito fusion yeast
N#CCC(=O)Nc1ccc(C(=O)OCC(=O)C23CC4CC(CC(C4)C2)C3)cc1	.	.	.	-5%	-7%	2%	6%	.	-1	.	6%
CCOC(=O)CCn1nnc(N)n1	-6%	-5%	14%	-3%	1%	-2%	0%	-5%	-5	-11%	1%
O=C(Nc1ccc(-n2cnnn2)cc1)c1cn2ccccc2n1	.	-5%	4%	1.6µM*	1.6µM*	?	-10%	.	-16	-9%	-3%
CCCCCC(O)(c1ccc(OC)cc1)C(CN1CCOCC1)c1ccccc1 (stereo not given)	?	.	?	-5%	-7%	1%	-8%	-1%	-14	-6%	8%
Oc1ccc(C[C@@H]2CNCCN2CCc2cccc3ccccc23)cc1	.	.	.	-3%	0%	1%	-2%	.	?	.	-7%
COc1ccccc1NC(=O)NNC(=O)CCN1CCOCC1	-6%	0%	4%	2%	3%	-3%	-3%	-7%	1	-3%	1%
O=C(CCC(=O)NNC(=O)Nc1ccc(Cl)cc1)NCc1ccccc1	-2%	-1%	-2%	0%	-8%	0%	17%	-13%	-2	2%	0%
Cc1cc(C(=O)NCCCc2ccccc2)no1	-6%	3%	18%	14%	10%	-14%	?	-2%	3	5%	-10%
COC(=O)c1ccc(CSc2nnc(NC(=O)c3cc4c(s3)CCCC4)s2)cc1	.	-1%	10%	-2%	-3%	-18%	29%	16%	2	1%	4%
CC(C)(C)c1ccc(C(=O)Nc2ccc(Cl)cc2)cc1	-2%	-16%	3%	2.8µM*	1.4µM*	?	?	?	2	-5%	4%
COc1ccccc1OCC(=O)NC1CCCc2ccccc21 (stereo not given)	-14%	-7%	-11%	-2%	-8%	3%	0%	-6%	11	21%	7%
COc1ccc(N(Cc2cc3cc(OC)ccc3[nH]c2=O)S(C)(=O)=O)cc1	7%	-2%	19%	3%	0%	-16%	0%	1%	-1	2%	-1%
Cc1nc(C(=O)N2CCCC(Nc3ccc(C)c(C)c3)C2)cs1 (stereo not given)	.	-2%	-18%	-3%	0%	0%	0%	-1%	-9	1%	-2%
O=C(NC12CC3CC(CC(C3)C1)C2)N1CCC(O)CC1	5%	0%	-26%	-2%	-6%	0%	13%	10%	0	8%	-2%
C/C=C/c1ccc(OCC(=O)OCC(=O)Nc2c(C)nn(-c3ccccc3)c2C)c(OC)c1	.	.	.	-7%	-7%	-2%	13%	.	-15	.	-4%
O=C(NC(=S)NNC(=O)c1cc2ccccc2cc1O)c1ccco1	?	-24%	?	13%	0%	17µM*	1%	6%	0	4%	0%
CCCc1ccc2oc(C(=O)N3CCC(N4CCCC(O)C4)CC3)c(C)c2c1 (stereo not given)	.	.	-28%	-1%	2%	-19%	19%	-3%	-13	0%	10%
CCC(C)NC(=O)C1CCN(S(=O)(=O)N2CCC3(CC2)OCCO3)CC1 (stereo not given)	11%	-1%	2%	-3%	-4%	1%	15%	3%	-1	-2%	0%
COC(=O)CSc1nnc2n1C(C)(C)Cc1ccccc1-2	-4%	-4%	33%	2%	-4%	7%	-4%	6%	-13	-4%	-17%
